EZH2 inh = EZH2/PRC2 methyltransferase inhibitors, primary screen, biochemical, DELFIA time-resolved fluorescence, single point; PRC2 H3K27 methylation, DELFIA TRF, 1 h; 57,000 compounds, 0.35% hits; inhibition, % at 12.5 µM; AID 651548, 2012; Histone-lysine N-methyltransferase EZH2 (Homo sapiens), Q15910;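 active = mean inhibition of replicates at least 50% and every single replicate also reaching 50%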;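 note: dimethyl H3K27 on biotinylated H3 21-44 peptide detected by antibody; plate controls were median neutral control wells for no effect and median positive control wells for full effect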
IDH1 R132H inh = inhibitors of IDH1 R132H reductase, primary screen, biochemical, plate reader, single point. Isocitrate dehydrogenase [NADP] cytoplasmic (Homo sapiens), O75874. inhibition, % at 10 µM. diaphorase/resazurin fluorescence, 60 min. 70,000 compounds, 0.18% hits; in the data active = inhibition above about 34%;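 note: 0% = DMSO and 100% = no enzyme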
Target sequence (O75874 whole entry R132H): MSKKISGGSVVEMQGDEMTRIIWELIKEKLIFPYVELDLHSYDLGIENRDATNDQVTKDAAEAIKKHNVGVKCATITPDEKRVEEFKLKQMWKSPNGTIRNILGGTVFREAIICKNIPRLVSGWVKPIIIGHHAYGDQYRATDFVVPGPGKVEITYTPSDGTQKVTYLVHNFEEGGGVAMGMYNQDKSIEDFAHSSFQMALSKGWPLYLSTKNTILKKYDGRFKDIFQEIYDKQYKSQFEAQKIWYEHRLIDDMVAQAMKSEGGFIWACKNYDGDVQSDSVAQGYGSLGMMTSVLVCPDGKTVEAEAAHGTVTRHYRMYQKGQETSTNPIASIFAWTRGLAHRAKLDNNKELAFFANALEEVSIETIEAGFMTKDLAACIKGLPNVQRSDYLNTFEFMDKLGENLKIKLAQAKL
Numbers without * were called inactive; · = not tested or not shown; & = joins results of further samples. These rows are one share of the data, so the mix of outcomes need not match the whole.

Below each SMILES – EZH2 inh | IDH1 R132H inh
> C[C@H]1CN([C@@H](C)CO)C(=O)c2cccc(NC(=O)c3ccc(-c4nccs4)cc3)c2O[C@@H]1CN(C)CC1CCCCC1
 : -9.6 | 8.5
> C[C@@H]1CN([C@H](C)CO)C(=O)c2cc(NC(=O)c3ccncc3)ccc2O[C@H]1CN(C)Cc1ccc(C(=O)O)cc1
 : 4.6 | ·
> COc1ccccc1CN1C[C@@H](C)[C@@H](OC)CN(C)C(=O)c2ccc(NC(C)=O)cc2OC[C@@H]1C
 : -1.1 | 0.0
> CO[C@@H]1CN(C)C(=O)c2ccc(NC(=O)Nc3cccc(F)c3)cc2OC[C@H](C)N(C)C[C@H]1C
 : 4.1 | -0.1
> C[C@@H]1CN([C@H](C)CO)C(=O)Cc2cc(NC(=O)Cc3cn(C)c4ccccc34)ccc2O[C@@H]1CN(C)Cc1ccc(Cl)c(Cl)c1
 : · | 0.3
> Cc1ccc(C(=O)Nc2sc3c(c2C#N)CCCC3)cc1S(=O)(=O)N1CCOCC1
 : 8.1 | -0.2
> O=C(C[C@@H]1C[C@H]2c3cc(NC(=O)Nc4ccccc4)ccc3O[C@H]2[C@@H](CO)O1)NCCN1CCCCC1
 : 3.4 | -0.1
> C[C@@H]1CN([C@@H](C)CO)C(=O)Cc2cc(NS(C)(=O)=O)ccc2O[C@@H]1CN(C)CC1CCCCC1
 : 1.3 | ·
> CCN(CC(=O)Nc1ccc(OC)cc1)S(=O)(=O)c1ccc(C)cc1
 : -13.1 | -0.3
> C[C@H](CO)N1C[C@H](C)[C@H](CN(C)S(=O)(=O)c2ccccc2)OCCCC[C@H](C)Oc2ccc(NC(=O)Nc3ccc4c(c3)OCO4)cc2C1=O
 : · | 1.3
> CC(C)CC#Cc1ccc2c(c1)O[C@@H](CN(C)Cc1ccccn1)[C@@H](C)CN([C@H](C)CO)S2(=O)=O
 : -2.4 | -2.1
> Cc1ccc(NC(=O)CSc2nc3ccccc3c(=O)n2-c2ccccc2)c(C)c1
 : 7.3 | 0.3
> CO[C@H]1CN(C)C(=O)c2ccc(NS(C)(=O)=O)cc2OC[C@H](C)N(CC2CC2)C[C@@H]1C
 : -5.1 | 0.3
> O=C(NO)c1cccc(C(=O)N/N=C/c2c(F)c(F)c(F)c(F)c2F)c1
 : 3.4 | -0.1
> COC(=O)C[C@@H]1C[C@@H]2c3cc(N)ccc3O[C@@H]2[C@H](CO)O1
 : -2.7 | -1.7

Brought forward from above: six compounds; new compounds follow.
Below each SMILES – EZH2 inh | IDH1 R132H inh
> C[C@H](CO)N1C[C@H](C)[C@H](CN(C)S(=O)(=O)c2ccccc2)OCCCC[C@H](C)Oc2ccc(NC(=O)Nc3ccc4c(c3)OCO4)cc2C1=O
 : · | 1.3
> CC(C)CC#Cc1ccc2c(c1)O[C@@H](CN(C)Cc1ccccn1)[C@@H](C)CN([C@H](C)CO)S2(=O)=O
 : -2.4 | -2.1
> Cc1ccc(NC(=O)CSc2nc3ccccc3c(=O)n2-c2ccccc2)c(C)c1
 : 7.3 | 0.3
> CO[C@H]1CN(C)C(=O)c2ccc(NS(C)(=O)=O)cc2OC[C@H](C)N(CC2CC2)C[C@@H]1C
 : -5.1 | 0.3
> O=C(NO)c1cccc(C(=O)N/N=C/c2c(F)c(F)c(F)c(F)c2F)c1
 : 3.4 | -0.1
> COC(=O)C[C@@H]1C[C@@H]2c3cc(N)ccc3O[C@@H]2[C@H](CO)O1
 : -2.7 | -1.7
> COc1cc(NC(=O)CN(C)S(=O)(=O)c2ccc3ccccc3c2)c(OC)cc1Cl
 : 21.6 | -0.4
> C[C@@H]1CN([C@@H](C)CO)C(=O)c2cc(NC(=O)Nc3ccc(F)cc3)ccc2O[C@@H]1CN(C)C
 : · | 1.4
> COc1ccc(CNC(=O)C[C@H]2C[C@H]3c4cc(NC(=O)C5CCC5)ccc4O[C@H]3[C@H](CO)O2)cc1
 : -2.2 | -0.1
> CNC[C@@H]1Oc2cc(-c3ccccc3F)ccc2S(=O)(=O)N([C@H](C)CO)C[C@H]1C
 : -5.7 | -1.9
> O=C(Nc1ccccc1Cl)C1CC(=O)n2ncnc2N1 (centres undefined)
 : -7.4 | -0.3
> COc1cc(S(=O)(=O)NC2CC(C)(C)NC(C)(C)C2)c(OC)cc1Br
 : -5.3 | -0.3
> Cc1noc(C)c1S(=O)(=O)Nc1ccc2c(c1)C(=O)N([C@H](C)CO)C[C@H](C)[C@@H](CN(C)C(=O)Cc1ccccc1)OCCCC[C@H](C)O2
 : · | 1.7
> O=C(O)C1=C[C@H](c2ccc3c(c2)OCO3)C[C@H](OCc2ccc(CO)cc2)O1
 : -22.6&-22.1 | ·
> CCC(=O)Nc1ccc2c(c1)C(=O)N(C)C[C@H](OC)[C@@H](C)CN(CCc1ccccc1)[C@H](C)CO2
 : -14.9 | -0.4
> CCCNC(=O)Nc1ccc2c(c1)OC[C@H](C)N(C)C[C@@H](C)[C@H](OC)CN(C)C2=O
 : 13.5 | 0.1
> CC1(C)CC[C@@]2(C(=O)O)C(C1)C1=CCC3[C@@]4(C)CC[C@H](O[C@@H]5O[C@H](C(=O)O)[C@@H](O[C@@H]6OC[C@@H](O)[C@H](O)[C@H]6O)[C@H](O)[C@H]5O)C(C)(C)C4CC[C@@]3(C)[C@]1(C)C[C@H]2O (some centres undefined)
 : · | -0.2
> COCC(=O)Nc1ccc2c(c1)C(=O)N(C)C[C@@H](OC)[C@H](C)CN(CCc1ccccc1)[C@H](C)CO2
 : 3.3 | -0.3
> O=C(C[C@H]1C=C[C@@H](NC(=O)Nc2cc(F)ccc2F)[C@@H](CO)O1)NCc1ccccn1
 : -15.1 | 0.4
> C[C@@H]1CN([C@@H](C)CO)S(=O)(=O)c2ccc(C#CCN(C)C)cc2O[C@@H]1CN(C)C(=O)CN(C)C
 : -8.3 | 1.4
> Cc1ccc(S(=O)(=O)Nc2cccc3c2O[C@@H](CN(C)S(=O)(=O)c2cn(C)cn2)[C@@H](C)CN([C@@H](C)CO)C3=O)cc1
 : · | -3.6
> O=C(N[C@@H]1CC[C@@H](CCNC(=O)C2CCCCC2)O[C@H]1CO)c1ccncc1
 : 4.0 | 0.0
> Cc1noc(C)c1S(=O)(=O)Nc1ccc2c(c1)CC(=O)N([C@H](C)CO)C[C@@H](C)[C@H](CN(C)S(=O)(=O)c1cn(C)cn1)O2
 : · | 0.4
> COc1ccc(CN(C)C[C@H]2OCCCC[C@H](C)Oc3ccc(NS(=O)(=O)c4ccc(OC)cc4)cc3C(=O)N([C@H](C)CO)C[C@@H]2C)cc1
 : · | 10.5
> CCC(=O)N1C[C@H](C)[C@@H](OC)CN(C)C(=O)c2ccc(NC(=O)c3cc(C)on3)cc2OC[C@H]1C
 : 0.2 | ·
> O=[N+]([O-])c1ccc(NC(=S)NCCCn2ccnc2)cc1
 : 0.7 | 14.1
> COCC(=O)Nc1ccc2c(c1)C(=O)N(C)C[C@@H](OC)[C@@H](C)CN(C(=O)c1cccnc1)[C@H](C)CO2
 : -2.5 | 0.0
> COCC(=O)N(C)C[C@@H]1Oc2ncc(C#Cc3cccnc3)cc2C(=O)N([C@@H](C)CO)C[C@@H]1C
 : -16.2 | 0.8
> CCCNC(=O)N(C)C[C@@H]1Oc2cc(-c3cccnc3)ccc2S(=O)(=O)N([C@H](C)CO)C[C@H]1C
 : 10.8 | 1.6
> CO[C@H]1CN(C)C(=O)c2ccc(NC(=O)c3cc(C)on3)cc2OC[C@@H](C)N(C)C[C@H]1C
 : 3.9 | 0.1
> C[C@@H]1CN([C@@H](C)CO)S(=O)(=O)c2ccc(-c3ccccc3F)cc2O[C@H]1CN(C)Cc1cncnc1
 : · | -0.1
> CCn1c2ccccc2c2cc(NC(=O)CCN3C(=O)c4ccccc4C3=O)ccc21
 : -13.5 | 0.0
> COCC#Cc1ccc2c(c1)O[C@H](CN(C)C(=O)c1ccccc1)[C@H](C)CN([C@@H](C)CO)S2(=O)=O
 : -3.2 | 0.0
> C[C@@H]1CN([C@H](C)CO)C(=O)c2ccccc2-c2ccccc2CO[C@@H]1CN(C)C(=O)Nc1ccc(F)cc1
 : 16.3 | -0.6
> COc1cccc(NC(=O)Nc2ccc3c(c2)C(=O)N(C)C[C@@H](OC)[C@H](C)CN[C@H](C)CO3)c1
 : -13.7 | -0.4
> COc1ccc(NC(=O)N[C@H]2CC[C@@H](CCNC(=O)Nc3cc(F)ccc3F)O[C@@H]2CO)cc1
 : 2.4 | 0.0

Following part
SMILES	EZH2 inh	IDH1 R132H inh
C[C@H]1CCCCO[C@H](CN(C)S(=O)(=O)c2ccc(Cl)cc2)[C@@H](C)CN([C@@H](C)CO)C(=O)c2cc(NC(=O)Nc3ccc(C(F)(F)F)cc3)ccc2O1	·	-0.2
C[C@@H]1CN([C@@H](C)CO)S(=O)(=O)c2ccc(-c3cccc(C(=O)N(C)C)c3)cc2O[C@H]1CN(C)Cc1ccc2c(c1)OCO2	6.5	-0.4
C[C@@H]1CCCCO[C@H](CN(C)C(=O)c2ccccc2)[C@H](C)CN([C@@H](C)CO)C(=O)c2cc(NS(C)(=O)=O)ccc2O1	-11.4	1.2
Cc1noc(C)c1NC(=O)Nc1ccc2c(c1)C(=O)N([C@H](C)CO)C[C@@H](C)[C@H](CN(C)C(=O)Nc1ccc(C(F)(F)F)cc1)OCCCC[C@@H](C)O2	·	0.4
C[C@@H]1CCCCO[C@H](CN(C)C(=O)Nc2cccc3ccccc23)[C@@H](C)CN([C@@H](C)CO)C(=O)c2cc(NC(=O)c3ccncc3)ccc2O1	·	5.2
CNC[C@H]1Oc2ncc(C#CCC3CCCC3)cc2C(=O)N([C@H](C)CO)C[C@H]1C	-37.4	0.1
COc1cccc(NC(=O)N[C@@H]2C=C[C@H](CC(=O)NCc3ccccn3)O[C@H]2CO)c1	-2.1	0.0
COCC(=O)Nc1ccc2c(c1)OC[C@H](C)N(C(=O)c1cccnc1)C[C@H](C)[C@@H](OC)CN(C)C2=O	3.2	0.2
COCC#Cc1cnc2c(c1)C(=O)N([C@@H](C)CO)C[C@H](C)[C@H](CN(C)C(=O)Nc1cccc(F)c1)O2	-0.3	1.6
CCC(=O)N(C)C[C@H]1Oc2cc(C#CCOC)ccc2S(=O)(=O)N([C@H](C)CO)C[C@@H]1C	-2.6	-0.3
CNC[C@@H]1OCCCC[C@@H](C)Oc2ccc(NC(=O)c3ccccc3)cc2C(=O)N([C@H](C)CO)C[C@H]1C	7.9	4.2
COc1ccc(S(=O)(=O)N(C)C[C@H]2Oc3ncc(/C=C/c4ccccc4)cc3C(=O)N([C@@H](C)CO)C[C@H]2C)cc1	-3.2	-1.2
COCC(=O)Nc1ccc2c(c1)OC[C@@H](C)N(CCc1ccccc1)C[C@@H](C)[C@H](OC)CN(C)C2=O	-7.4	-0.7
C[C@@H]1CN([C@H](C)CO)C(=O)Cc2cc(NC(=O)Nc3cccc4ccccc34)ccc2O[C@H]1CN(C)C	·	0.1
CO[C@H]1CN(C)C(=O)c2cc(NS(=O)(=O)c3ccccc3C)ccc2OC[C@@H](C)NC[C@H]1C	1.9	-0.2
C[C@@H]1CN([C@@H](C)CO)C(=O)c2cc(C3=CCCC3)cnc2O[C@H]1CN(C)C(=O)C1CCCCC1	·	1.1
C[C@@H]1CN([C@H](C)CO)C(=O)c2cccc(NC(=O)Nc3ccc(C(F)(F)F)cc3)c2O[C@H]1CN(C)Cc1ccncc1	·	6.6
Cc1ccc(S(=O)(=O)N[C@H]2C=C[C@H](CC(=O)NCCN3CCCCC3)O[C@@H]2CO)cc1	-5.4	-0.1
CNC[C@@H]1OCCCC[C@H](C)Oc2ccc(NC(=O)Nc3ccc(F)cc3)cc2C(=O)N([C@@H](C)CO)C[C@@H]1C	0.3	·
CC(C)NC(=O)N[C@@H]1CC[C@H](CC(=O)NCCN2CCCC2)O[C@H]1CO	-9.3	0.1
C[C@@H]1CCCCO[C@H](CN(C)Cc2ccc(C(=O)O)cc2)[C@H](C)CN([C@@H](C)CO)C(=O)c2cc(NC(=O)CCCN(C)C)ccc2O1	·	-4.1
C[C@@H]1CN([C@@H](C)CO)C(=O)c2cc(NC(=O)Cn3cnnn3)ccc2O[C@@H]1CN(C)C(=O)Nc1cccc2ccccc12	·	0.1
CCC(=O)Nc1ccc2c(c1)OC[C@H](C)N(Cc1nccs1)C[C@@H](C)[C@H](OC)CN(C)C2=O	6.1	0.1
COc1ccc(C(=O)O[C@H]2CC(C)=CCC3(C)CC[C@@](O)(C(C)C)[C@H]23)cc1 (some centres undefined)	·	-0.4
CC(C)NC(=O)Nc1ccc2c(c1)CC(=O)N([C@H](C)CO)C[C@@H](C)[C@H](CN(C)Cc1ccc(C(=O)O)cc1)O2	·	0.1
Cc1ccc(S(=O)(=O)Nc2ccc3c(c2)C(=O)N([C@@H](C)CO)C[C@@H](C)[C@H](CN(C)C(=O)NC(C)C)OCCCC[C@@H](C)O3)cc1	·	-0.2
C[C@@H]1CN([C@@H](C)CO)C(=O)c2cc(NC(=O)Nc3ccccc3)ccc2O[C@@H]1CN(C)C(=O)Nc1cccc2ccccc12	·	0.0
CC(C)=CCn1cnc(=N)c2[nH]cnc21	·	-0.1
COc1ccc(S(=O)(=O)N(C)C[C@@H]2Oc3ncc(C#Cc4cccc(F)c4)cc3C(=O)N([C@H](C)CO)C[C@@H]2C)cc1	8.3	-0.1
C[C@@H]1CN([C@@H](C)CO)C(=O)c2cccc(NS(C)(=O)=O)c2O[C@H]1CN(C)Cc1ccc(Cl)c(Cl)c1	-0.5	2.9
COc1ccc(C)cc1NC(=O)NCc1cc(C)n(C)n1	-3.1	-0.1
CO[C@@H]1CN(C)C(=O)c2ccc(NC(=O)NC(C)C)cc2OC[C@@H](C)N(Cc2cncnc2)C[C@@H]1C	-2.9	0.2
C=CCOc1ccccc1/C=N/NC(=O)CCCCCCC(=O)Nc1ccccc1O	28.7	-0.5
COc1cccc(S(=O)(=O)Nc2ccc3c(c2)[C@H]2C[C@H](CC(=O)N4CCCCC4)O[C@H](CO)[C@H]2O3)c1	4.8	0.3

High-throughput results (PubChem)
